# mec2-1: NCI yeast anticancer drug screen, S. cerevisiae mec2-1 strain; % growth inhibition at 50 µM; 79,000 tested, 9% active; AID 157;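 also: 0% = growth of vehicle-only cultures of the same strain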
#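 Strain: mec2-1 (DNA repair/cell cycle alteration). Compound exposure, then growth measured; inhibition expressed relative to vehicle.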
# yeast rad50: NCI yeast anticancer drug screen, S. cerevisiae rad50 strain. % growth inhibition at 50 µM. 79,000 tested, 10% active. AID 155;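 also: 0% = growth of vehicle-only cultures of the same strain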
#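 Growth of the mutant yeast was measured after compound exposure and referenced to vehicle-treated cultures.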
# sgs1 mgt1: NCI yeast anticancer drug screen, S. cerevisiae sgs1 mgt1 strain. growth inhibition, % at 50 µM. 78,000 tested, 10% active. AID 161;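 also: 0% = growth of vehicle-only cultures of the same strain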
#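 Read-out: growth inhibition vs vehicle controls. Cells: mutant yeast strain deficient in DNA damage repair.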
# yeast mlh1 rad18: NCI yeast anticancer drug screen, S. cerevisiae mlh1 rad18 strain. % growth inhibition at 50 µM. 79,000 tested, 11% active. AID 175;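 also: 0% = growth of vehicle-only cultures of the same strain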
#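 Steps: expose repair-defective yeast to compound; measure growth; express inhibition against vehicle-treated controls.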
# cln2 rad14: NCI yeast anticancer drug screen, S. cerevisiae cln2 rad14 strain. % growth inhibition at 50 µM. AID 165. 78,000 tested, 8.3% active;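 also: 0% = growth of vehicle-only cultures of the same strain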
#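 Relative to vehicle controls, growth inhibition of compound-treated cln2 rad14 yeast was recorded.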
# yeast bub3: NCI yeast anticancer drug screen, S. cerevisiae bub3 mutant strain; % growth inhibition at 50 µM; 78,000 tested, 9.9% active;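 also: 0% = growth of vehicle-only cultures of the same strain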
#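 Steps: expose the mutant yeast strain to compound; grow alongside vehicle-treated cultures; measure growth; express inhibition against the vehicle cultures.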
# * hit, by the source's call; & = joins results of further samples; ! = repeats disagree. Rule as the data show it: active = growth inhibition above about 70%; inactive = the rest. Hits appear at their usual frequency. Share with any hit: about 13%.
SMILES,mec2-1,yeast rad50,sgs1 mgt1,yeast mlh1 rad18,cln2 rad14,yeast bub3
COc1cc2c(cc1OC)C1c3ccccc3CCN1CC2 (centres undefined),-24,-23,-24,-2,14,-10
Cc1ccc(S(=O)(=O)N/N=C/C2c3ccccc3-c3ccccc32)cc1,-11,-4,1,-3,-5,-12
Cc1nc2n(c1C(N)=O)CCS2,-6,5,-5,-11,-56,-11
CC1=C(C(=O)NNC(=O)Cc2ccccc2)CC(C(=O)NNC(=O)Cc2ccccc2)=C(C)N1,9,-34,-1,-30,22,-4
Cc1cc(I)c(C(C)C)cc1NC(=O)c1ccccc1,2,-5,2,13,16,-9
Cc1ccc(S(=O)(=O)Nc2ccc([N+](=O)[O-])cc2[N+](=O)[O-])cc1,15,18,-2,18,10,1
Cc1cc(=O)[nH]c2ccc(Cc3ccc(Cl)cc3)cc12,2,13,5,2,8,3
CCCCS(=N)(=O)CC[C@H](N)C(=O)O (some centres undefined),-23,2,-25,-10,-1,-47
C[Si](C)(CCl)N([Si](C)(C)CCl)[Si](C)(C)CCl,9,13,1,-10,-20,-3
CC(C)OC(=O)N1CCCC1,14,12,6,-17,-20,14
O=C1C2=C(C(=O)c3ccccc31)C1c3ccccc3C2c2ccccc21,-6,14,-1,23,-31,6
O=c1[nH]c2cc(Cl)ccc2nc1/C=C(O)/C=C/c1ccccc1,-11,2,-22,3,10,-29
CC1Nc2ccccc2NC1C=C(C#N)C#N (centres undefined),-12,-9,0,-20,-4,0
CN1CC2(C)OC3(CC2(C)N1C)N(C)N(C)CC3(C)O (centres undefined),-2,-12,-13,-9,40,12
CSc1ccc(NC(=O)N(Cc2ccccc2)c2ccccc2)cc1,17,4,12,14,-6,19
CCOC(=O)c1c(-c2ccc([N+](=O)[O-])cc2)c(/C=N\O)n(-c2ccccc2)c1C,7,1,3,20,-17,-2
CCCCNCc1c(O)ccc2ccccc12,99*,99*,99*,99*,96*,99*
COc1ccc(N=Nc2c(C)nc(N)nc2-c2ccccc2)c(OC)c1,6,-3,-1,10,-6,-9
COC1OC(C[N+](=O)[O-])C(OC(C)=O)C(OC(C)=O)C1OC(C)=O (centres undefined),3,-11,-3,-8,-5,-11
C#CC1(OC(=O)Nc2ccccc2)CCCCC1,-8,-31,-2,-17,-63,-15

# Continued, overlapping the part above by 4 compounds.
SMILES,mec2-1,yeast rad50,sgs1 mgt1,yeast mlh1 rad18,cln2 rad14,yeast bub3
CCCCNCc1c(O)ccc2ccccc12,99*,99*,99*,99*,96*,99*
COc1ccc(N=Nc2c(C)nc(N)nc2-c2ccccc2)c(OC)c1,6,-3,-1,10,-6,-9
COC1OC(C[N+](=O)[O-])C(OC(C)=O)C(OC(C)=O)C1OC(C)=O (centres undefined),3,-11,-3,-8,-5,-11
C#CC1(OC(=O)Nc2ccccc2)CCCCC1,-8,-31,-2,-17,-63,-15
Cc1ccc(C)c(C(=O)C[n+]2cccc(Br)c2)c1,-6,-6,-4,10,-1,-18
Cc1cc(Br)c[nH]c1=O,-8,-5,-4,5,-20,-29
CCNC1C2(CCCCC2)NC(=O)C12CCCCC2 (centres undefined),-11,-43,-1,3,12,-7
COc1ccc(CCNC(=S)/N=C\C(C(=O)c2ccccc2)=C(\O)c2ccccc2)cc1OC,99*,99*,99*,99*,98*,99*
O=C(O)CCC(CS)C(=O)O (centres undefined),29,37,25,24,12,23
COCc1cc(CC(C)=O)nc(C/C=N/NC(N)=O)n1,-10,-18,-10,-12,-28,-47
Cc1ccccc1N=Nc1sc(N)nc1-c1ccccc1,22,34,55,44,-5,31
CC1CCC(c2cc(-c3ccccc3)n(-c3ccccc3)n2)CC1 (centres undefined),6,-6,-2,-6,-26,-17
C(/Cc1ccc2c(c1)OCO2)=N\NC1=NCCN1,-1,-8,2,18,-19,5
NC(=O)N1CCCC1=O,-19,-18,-21,-21,-8,-11
CC(C)=CCc1cc(C2COc3cc4c(c(O)c3C2=O)C=CC(C)(C)O4)c(O)cc1O (centres undefined),93*,91*,92*,88*,91*,92*
ClCC(c1ccc(Br)cc1)c1ccc(Br)cc1,-14,5,-8,-4,-82,-4
CCCCNS(=O)(=O)c1ccccc1,-18,8,-60,20,10,2
C/C=C/C(=O)Oc1ccccc1/C=C/C(=O)CCCCCC,11,15,24,11,8,11
CC1C(c2ccc(F)cc2)c2cc3c(cc2OC1N1CCCC1)OCO3 (centres undefined),18,40,22,50,17,29
Cc1cc(=O)[nH]c(/N=C(/N)N(C)C)n1,-11,4,3,5,11,8
CCOc1ccc2c(c1)[n+]([O-])c(-c1ccc([N+](=O)[O-])cc1)c(N)[n+]2[O-],80*,95*,96*,97*,94*,96*
CCc1cc(C(=O)NN)c2ccccc2n1,-15,-18,-11,12,-18,-12
C=C1C(=O)O[C@@H]2C[C@@H](C)[C@@H]3[C@@H](OC4OC(COC(C)=O)C(O)C(O)C4O)CC(=O)[C@@]3(C)C[C@H]12 (some centres undefined),22,14,-18,-21,3,-7
O=[N+]([O-])c1cc([N+](=O)[O-])c2ccccc2c1O,65,75*,89*,82*,52,61

# Continued, starting with the last three of the part before.
SMILES,mec2-1,yeast rad50,sgs1 mgt1,yeast mlh1 rad18,cln2 rad14,yeast bub3
CCc1cc(C(=O)NN)c2ccccc2n1,-15,-18,-11,12,-18,-12
C=C1C(=O)O[C@@H]2C[C@@H](C)[C@@H]3[C@@H](OC4OC(COC(C)=O)C(O)C(O)C4O)CC(=O)[C@@]3(C)C[C@H]12 (some centres undefined),22,14,-18,-21,3,-7
O=[N+]([O-])c1cc([N+](=O)[O-])c2ccccc2c1O,65,75*,89*,82*,52,61
O=C(COc1ccc(/C=C/C(=O)c2ccc(Cl)cc2)cc1)Nc1c(Cl)cccc1Cl,-17,-13,-1,-14,12,5
CCN(CC)C(CC(=O)c1ccccc1)C(=O)c1ccccc1 (centres undefined),16,24,13,50,-10,13
COC(=O)/C=C(/C(=O)OC)C1(C)c2cc(C(=O)OC)c(C(=O)OC)c(N)c2C(=N)N1c1ccccc1 (centres undefined),26,-4,1,-1,-12,-5
CC(=O)C(C)(CC#N)C(CC=O)CCC#N (centres undefined),5,16,10,-1,-1,14
Nc1ccccc1-c1noc(=O)[nH]1,4,12,-7,-38,20,-4
O=NNc1ccc(S(=O)(=O)c2ccccc2)cn1,14,49,-28,5,12,-27
Ic1ccc(Nc2ncnc3sc4c(c23)CCCC4)cc1,-14,24,-17,-8,16,7
CNCCN(C)Cc1ccccc1,-25,-17,-4,-8,11,11
Cc1nc(C(=O)N=C(N)N)c(N)nc1-c1ccccc1,-4,-23,-8,-4,-28,-5
C[n+]1cn(-c2nc3ccccc3nc2[N-]S(=O)(=O)c2ccccc2)c2ccccc21,-6,0,-13,-39,-18,-20
CCOC1(OCC)C2(Cl)C(Cl)=C(Cl)C1(Cl)C1CCCC12 (centres undefined),4,24,12,21,17,-13
CS(=O)(=O)N1CC(CCl)c2ccc(NO)cc21 (centres undefined),28,43,25,-32,17,0
CC(=O)Cn1c(=O)oc2ccc([N+](=O)[O-])cc2c1=O,-5,24,19,10,18,11
C=CCN1C(=O)C2C3C=CC(C3)C2C1=O (centres undefined),-7,5,4,1,5,6
CCO[C@@H]1OC(=O)[C@H]2C(c3ccccc3Cl)=NO[C@@H]12,-31,-33,-13,0,-7,14
Cc1ccc(S(=O)(=O)N/N=C2\CC3C4C=CC3C2C4)cc1 (centres undefined),-15,11,-13,-24,-32,-7
O=C(O)CNC(=O)CNC(=O)CNC(=O)CNC(=O)OCc1ccccc1,3,14,-8,32,21,28
COC(=O)c1ccc(Cl)c(Cl)c1,7,8,12,-1,75*,22
Cc1cc(=O)[nH]c(NN2C(Cl)C(=O)C2c2cccc(O)c2)n1 (centres undefined),-17,15,17,-12,-7,-12
COC1=C(Br)C(O)C2(C=C1Br)CC(C(=O)NCCCCNC(=O)C1=NOC3(C=C(Br)C(OC)=C(Br)C3O)C1)=NO2 (centres undefined),-22,-1,-17,4,21,-20

# Molecules listed so far that have bromine (4):
SMILES,mec2-1,yeast rad50,sgs1 mgt1,yeast mlh1 rad18,cln2 rad14,yeast bub3
Cc1ccc(C)c(C(=O)C[n+]2cccc(Br)c2)c1,-6,-6,-4,10,-1,-18
Cc1cc(Br)c[nH]c1=O,-8,-5,-4,5,-20,-29
ClCC(c1ccc(Br)cc1)c1ccc(Br)cc1,-14,5,-8,-4,-82,-4
COC1=C(Br)C(O)C2(C=C1Br)CC(C(=O)NCCCCNC(=O)C1=NOC3(C=C(Br)C(OC)=C(Br)C3O)C1)=NO2 (centres undefined),-22,-1,-17,4,21,-20

# Next part
SMILES,mec2-1,yeast rad50,sgs1 mgt1,yeast mlh1 rad18,cln2 rad14,yeast bub3
CCC1(CC)C(=O)N(C(=O)c2cc(OC)c(OC)c(OC)c2)N(C(=O)c2cc(OC)c(OC)c(OC)c2)C1=O,0,13,-2,15,-11,7
Cc1ccccc1NC(=O)/C(C#N)=N\Nc1nc[nH]c1C(N)=O,-23,-34,-12,13,6,-46
O=c1cc(O)c2ccccc2[nH]1,-1&1&-13,26&29&-10,6&5&-19,24&13&-9,-5&17&9,6&13&-16
C(CCN1CCOCC1)CN1CCOCC1,4,-3,0,1,-4,-11
CC(=O)N1C(Nc2cnc3ccccc3c2)CCN1c1ccccc1 (centres undefined),-49,-31,-14,-14,0,1
COc1cc(CC#N)c(NC(C)=O)cc1OC,29,-2,-8,9,41,6
c1ccc(CCSc2cccc[n+]2CCc2ccccc2)cc1,-3,-14,-3,-11,19,-6
CCCCCN(CCCCC)C(C)C(=O)c1ccc2cc(Br)c3ccccc3c2c1 (centres undefined),90*,94*,91*,96*,89*,87*
N=c1c2ccccc2nc2oc3ccc(Cl)cc3n12,-33,-15,-6,-9,0,16
NN(Cc1ccccc1)c1ccccc1,92*,89*,92*,89*,90*,90*
O=C(c1ccccc1)C12CCC3CC(CC(C3)C1)C2,8,-18,12,10,6,16
COc1ccc2nc(NC(=O)C(=O)NNC(=O)c3ccncc3)sc2c1,-24,-24,-10,-15,21,-23
O=C1C(SCc2ccccc2)=C(SCc2ccccc2)C(=O)c2ccccc21,-2,39,14,21,19,4
Oc1ccccc1C1CCCCC1,84*,89*,96*,93*,47,73*
CNC(=O)C(CC(C)C)NC(=O)C(C)NC(=O)C(Cc1ccc(OCc2ccccc2)cc1)NC(=O)C(COCc1ccccc1)NC(=O)OC(C)(C)C (centres undefined),-21&-18,-30&-7,-17&-20,0&1,7&17,-1&25
O=C(O)c1nnn(Cc2ccccc2)c1C(=O)O,-6,8,-18,20,2,16
O=C1C(=O)C([n+]2cccc3ccccc32)=C([O-])C2=C1C1c3ccccc3C2c2ccccc21,98*,99*,99*,99*,99*,91*
C(=C\c1ccc(-c2ccccc2)cn1)/c1ccccc1,-16,-8,-3,-12,-27,25
CC(O)COC1CCCCC1 (centres undefined),-11,-3,4,-1,-7,-4
CC(=O)OCc1c2ccccc2c(C)c2c1cc(F)c1ccccc12,99*,98*,98*,98*,98*,98*
Clc1ccc(CSCCc2ccncc2)cc1Cl,99*,99*,97*,99*,98*,98*
CNc1ccc(C(=O)NC(CCC(=O)O)C(=O)O)cc1I (centres undefined),-6,37,-4,10,0,6
COC(=O)c1cc2c(oc1=O)-c1ccccc1N(C=O)C2,-9,0,11,2,-56,-35
CC1=C(C)C(=O)C(CC2=C(C)C(=O)C(C)=C(C)C2=O)=C(C)C1=O,-5,5,-4,4,-14,1
COC(=O)[C@]1(c2ccc(N(C)C)cc2OC)C[C@@H]2CCCN(CCc3c1[nH]c1ccccc31)C2,-4,-6,-12,22,18,-1
c1ccc(-c2cc(-c3cc(-c4ccccc4)n[nH]3)[nH]n2)cc1,-8,-10,-21,-37,-19,-17
O=C(Cl)c1ccc(Cc2ccc([N+](=O)[O-])cc2)cc1,8,15,11,12,-22,-17
Nc1nnc(Cc2cccc3ccccc23)o1,-11,-1,-13,1,-1,-16
Cc1cc2ccccc2n1CC(=O)NCC(C)C,-4,-48,-24,-24,6,7
O=C(O)c1ccccc1C(=O)Nc1cc2c(cc1Br)-c1ccccc1C2=O,11,25,-14,19,-27,-9
O=[N+]([O-])c1ccc(N=CNc2ccc([N+](=O)[O-])cc2)cc1,-13,-16,-2,-7,-12,17
Cc1ccc(C(O)(C(F)(F)F)C(O)(c2ccc(C)cc2)C(F)(F)F)cc1 (centres undefined),100*!,99*!,99*!,99*!,99*!,99*!
COc1ccc(CSC(=S)Nc2ccc(C(F)(F)F)cc2)cc1,18,21,22,21,1,-11
O=C1OC(c2ccc([N+](=O)[O-])cc2)Sc2ccccc21 (centres undefined),30,7,15,29,-55,34
CCN(CC)CCOc1ccc(CN)cc1,10,14,28,49,3,-7
CCOC(=O)C(Cc1cn(C(C)=O)c2ccccc12)P(=O)(OCC)OCC (centres undefined),-22,-13,-15,-27,-1,1

# Screening results: PubChem, NCI
